Screening data (PubChem)
p53ts 39C tox – qHTS Screen for Compounds that Selectively Target Cancer Cells with p53 Mutations: Cytotoxicity of p53ts Cells at the Nonpermissive Temperature | Potency, µM (top dose mostly 46.1 µM), for inactives: at the top dose activity change, negative = cell killing, hits mostly cytotoxic | hit rate 1.5% among 130,000 | H1299-p53A138V viability at 39C, ATP luminescence, 24 h | AID 902, 2007; also: nearly all actives have a fitted effect of over 55% in size
p53ts 32C kill – qHTS Screen for Compounds that Selectively Target Cancer Cells with p53 Mutations: Cytotoxicity of p53ts Cells at the Permissive Temperature | Potency, µM (doses to about 46.1 µM), inactives show at the top dose activity change, negative = cytotoxicity, hits mostly cytotoxic | hit rate 0.93% among 130,000 | H1299-p53A138V at 32C, ATP luminescence viability, 24 h;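 also: 0% = DMSO and -100% = full killing by reference compound; nearly all actives have a fitted effect of over 55% in size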
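Cells: H1299 p53ts (A138V), 600/well, pre-incubated 16–30 h at 37C. Cpd up to 46 uM, 24 h, 32C. Readout: ATPlite luminescence, 20 min RT. Normalization: DMSO vs tamoxifen 100 uM. AC50 by Hill equation.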
Imprint erasure – qHTS Assay for Compounds that Induce Erasure of Genomic Imprints; mouse ES Peg3-LacZ reporter, beta-gal luminescence, 40 h; Potency, µM (doses to about 60.7 µM), inactives show at the top dose activity change, positive = activation, actives largely listed as activators; hit rate 0.02% among 110,000;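 also: 0% = negative control wells on the plate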
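Gelatin-coated wells received 300 freshly trypsinized female ES cells with a Peg3LacZ-Neo reporter on the maternal allele, then incubated 40 hours at 37C. BetaGlo was added for 5 minutes at room temperature before a single luminescence read.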
IkB sig inh – IkB Signaling; hit rate 0.04% among 110,000; Potency, µM (series often up to 57.1 µM), for inactives: top-dose IkBa stabilization activation; ABC-DLBCL IkBa-CBG/CBR dual luciferase ratio, 4 h; response scale: scaled: untreated 0%, proteasome inhibitor 100%; active = well fitted curve in the direction sought with a large enough effect in the signal ratio, not every such curve was filed as active; inconclusive = small, poorly fitted or top-dose-only effect, or a change in a side signal; the % refers to the signal ratio;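 also: the direction sought is a rising ratio; 0% = basal untreated cells and 100% = reference inhibitor full response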
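Curves were fitted separately to fusion (green), unfused (red) and ratio luminescence, then classed by r2, magnitude and activity. Cells: OCI-Ly3, 4 h compound plus doxycycline at 37C; 10 uM MG-132 defined full response.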
Starred values were filed as active, the others as inactive; u = inconclusive; x = no result given; [ ] = dose if it differs, or a comment. Unless noted, calls follow the shape of the dose curve; as a rule, active = well fitted curve in the direction sought with a large enough effect; inconclusive = small, poorly fitted or top-dose-only effect, or another doubt; inactive = no such curve, though single readings can be large; an effect the other way counts as inactive or inconclusive. Unless noted, % is scaled to controls: 0 for no effect and ±100 for the full control effect; potency is read from the fitted curve at half-maximal effect.

SMILES	p53ts 39C tox	p53ts 32C kill	Imprint erasure	IkB sig inh
COC(=O)c1cc2oc3ccccc3c2n1CC(=O)Nc1cccc(SC)c1	-8%	-8%	-4%[10.9 µM]	-1.8%
CCC(C(=O)N1CC2(C)CC1CC(C)(C)C2)N1C(=O)c2ccccc2C1=O (configuration not stated)	3%	2%	-11%	2.8%
COC(=O)c1ccc(NC(=O)CSc2nnc3c4ccccc4n(C(C)C)c3n2)cc1	30%	-6%	-13%[10.9 µM]	u
COc1cccc(Nc2ncc3nc(C)c(=O)n(C)c3n2)c1	8%	-23%	-19%	-11%[11.4 µM]
Cn1nccc1C(=O)N1CCc2ccccc21	2%	-9%	x	x
Cc1cc(C)c2oc(-c3cccc(NC(=O)c4ccco4)c3)nc2c1	-19%	-8%	-8%[10.9 µM]	4.3%
COc1ccc(-n2c(=O)c3ccccc3c3ccccc3c2=O)c(OC)c1	5%	22%	x	x
CCn1c(SCC(=O)Nc2cccc(F)c2)nnc1-c1cc2cc(Br)ccc2o1	-29%	u	-41%[inhibitor]	3.3%
COC(=O)c1cccc(NS(=O)(=O)c2cccs2)c1C	10%	3%	-10%	-0.3%
CC(C)(C)n1ncc2c(=O)n(CC(=O)N3CCN(c4ccccc4)CC3)cnc21	-2%	17%	1%	0.1%
Cc1ccc(-c2c3c(=O)n(C)c(=O)n(C)c3cn2-c2cc(C)ccc2O)cc1	9%	10%	-3%[10.9 µM]	0.7%
COc1cccc(-c2nn(-c3ccccc3)cc2C(=O)Nc2nccs2)c1	5%	9%	-12%	u
Cc1ccc(N(CC(C)C)S(=O)(=O)c2nnc(NC(=O)c3cccs3)s2)cc1	-12%	0%	-6%[10.9 µM]	-3.7%
Cc1cc(C)c(NC(=O)Cn2c(=O)n(CCc3ccccc3)c(=O)c3ccccc32)c(C)c1	2%	0%	16%[10.9 µM]	-1.6%
COC(=O)CCP(=O)(O)Cc1ccccc1CP(=O)(O)CCC(=O)OC	-2%	-7%	-21%	8.5%
O=C(Nc1ccc(S(=O)(=O)N2CCCC2)cc1)C1COc2ccccc2O1 (configuration not stated)	5%	0%	-16%	0.2%
COc1ccc(NC(=O)CSc2oc(-c3cccs3)nc2S(=O)(=O)c2ccc(C)cc2)c(OC)c1	17%	-1%	-9%[10.9 µM]	u
COc1ccccc1C(=O)Nc1c2c(nn1-c1cccc(C)c1C)CS(=O)(=O)C2	-12%	-5%	4%	-1.8%
CCOc1ccc(-n2c(=O)c3c(C)c(C)sc3n(Cc3ccccc3C)c2=O)cc1	14%	4%	-3%[10.9 µM]	-1.8%
CNC(=O)C(=O)NCC(c1ccc2c(c1)OCO2)N1CCOCC1 (configuration not stated)	-28%	9%	15%[10.9 µM]	-1.6%
CC(=O)Nc1ccc(NC(=O)CSc2cn(CC(=O)N(C(C)C)C(C)C)c3ccccc23)cc1	-9%	2%	-10%[10.9 µM]	u
CC1CCn2c(nc3cc(C(=O)NCCc4ccc(Cl)cc4)ccc32)C1 (configuration not stated)	0%	1%	3%[10.9 µM]	-2.3%
CC(=O)c1cccc(NC(=O)C2CCN(S(=O)(=O)c3ccc4c(c3)oc(=O)n4C)CC2)c1	10%	6%	9%[10.9 µM]	u
CC(C)NS(=O)(=O)c1ccc2c(c1)oc(=O)n2C	5%	2%	-3%	0.0%
Cc1cnc(NC(=O)c2c(O)c3cccc4c3n(c2=O)CCC4)s1	-3%	13%	-6%	-1.1%

The results go on.
SMILES	p53ts 39C tox	p53ts 32C kill	Imprint erasure	IkB sig inh
Cc1ccc(NC(=O)C(Cc2ccccc2)NS(=O)(=O)c2ccc3c(c2)oc(=O)n3C)cc1F (configuration not stated)	-14%	9%	9%[10.9 µM]	-1.6%
Cc1cc(C(=O)N2CCN(c3ncccn3)CC2)c(C)o1	14%	4%	-42%[inhibitor]	6.3%
Cc1ccc(NC(=O)N2CCCN(Cc3ccc(F)cc3)C2)cc1C	-30%	7%	-20%	3.0%
O=S(=O)(NCCc1csc2nc(-c3ccc(F)cc3)nn12)c1ccc(Oc2ccccc2)cc1	-21%	6%	-6%[10.9 µM]	0.5%
CCc1ccccc1Nc1sc(C(=O)c2cccc(OC)c2)c(N)c1S(=O)(=O)c1ccccc1	-5%	0%	-8%[10.9 µM]	0.6%
Cc1ccc(C2Nc3cc(C)c(C)cc3-n3c(-c4ccccc4)c4c(=O)n(C)c(=O)n(C)c4c32)o1 (configuration not stated)	14%	5%	-11%[10.9 µM]	u
CC(=O)c1cccc(NC(=O)Cn2c(SCC(=O)Nc3ccc(F)cc3)nc3ccccc32)c1	-19%	-7%	-7%[10.9 µM]	u
COc1cccc(Cn2c(=O)c(-c3ccc(F)cc3)nc3cncnc32)c1	-21%	-27%	-2%	1.0%[11.4 µM]
COC(=O)c1ccc(NC(=O)c2cc(S(=O)(=O)N3CCC(C)CC3)cn2C)cc1	-19%	4%	-10%[10.9 µM]	-1.5%
CCn1ccc2c(OCC(=O)NCc3ccccc3)cccc2c1=O	0%	-12%	-4%[10.9 µM]	1.1%
CCOC(=O)C(C(=O)N1CCOCC1)C1CCCCC1 (configuration not stated)	3%	8%	7%	u
CO/N=C(/C(=O)N[C@@H]1C(=O)N2C(C(=O)O)=C(COC(N)=O)CS[C@H]12)c1ccco1	-4%	10%[1.84 µM]	-4%	1.0%
O=C(Nc1ccc(Cl)cn1)c1ccc(COCC(F)(F)C(F)F)o1	4%	-4%	-22%	4.4%
O=C(COc1ccc2ccccc2c1Br)Nc1ncn[nH]1	-7%	-10%	-12%	-8.8%
COc1cc2nc(C)sc2cc1SC	2%	2%	-7%	-5.8%
O=S(=O)(Nc1cccc(-c2nc3cccnc3s2)c1)c1ccc2c(c1)OCCO2	28%	12%	-14%	u
CCOC(=O)c1cc(S(=O)(=O)N2CCN(c3cccc(OC)c3)CC2)[nH]n1	-18%	7%	-8%[10.9 µM]	1.6%
C=CCN1C(=O)C2(C(C#N)=C(N)Oc3n[nH]c(CCC)c32)c2ccccc21 (configuration not stated)	-1%	11%	-11%	-0.7%
CCN(Cc1ccccc1)C(=O)Cn1c(=O)n(CC(=O)NCc2ccco2)c(=O)c2sccc21	0%	12%	-3%	0.6%
O=c1sc2ccccc2n1COc1ccccc1	-8%	-6%	-5%	6.2%
CCNC(=O)c1ccc2c(c1)S(=O)(=O)c1ccccc1C2=O	3%	8%	-10%	-1.8%
CC(C)c1ccccc1OCCNS(C)(=O)=O	-16%	-4%	-3%	0.3%
O=C(OCCN1C(=O)c2ccccc2C1=O)C1CCN(S(=O)(=O)c2cccs2)CC1	1%	4%	-6%	-0.1%
CC1CCC(NC(=O)c2ccc3c(c2)N(Cc2ccccc2)C(=O)c2ccccc2S3(=O)=O)CC1 (configuration not stated)	-4%	5%	-17%[10.9 µM]	-2.0%
CC1(C)C(=O)N(CC(=O)Nc2ccc(OC(F)(F)F)cc2)c2ccccc21	-23%	6%	-14%[10.9 µM]	1.9%

Next part:
SMILES	p53ts 39C tox	p53ts 32C kill	Imprint erasure	IkB sig inh
N#Cc1nc(Cc2ccccc2)oc1NCc1ccccc1Cl	12%	4%	-14%	u
CCn1c(SCC(=O)NC)nnc1C(C)C	3%	5%	-8%	1.1%
COc1cc(C2Nc3cccc4cccc(c34)N2)ccc1OC(C)=O	-10%	5%	-3%	0.7%
CCOc1ccc(CNC(=O)c2ccc3c(c2)sc2nc(-c4ccc(OC)cc4)cn23)cc1	-21%	6%	-7%[10.9 µM]	u
CCOc1cc(C2C(C#N)=C(N)Oc3n[nH]c(C)c32)ccc1OCCN1CCOCC1 (configuration not stated)	-7%	-2%	-6%	3.8%
COC(=O)CN1C(=O)CSc2ccc(S(=O)(=O)Nc3ccc(C(C)=O)cc3)cc21	15%	2%	-15%[10.9 µM]	0.9%
O=C(CN(C(=O)CSc1nnc(COc2ccccc2)o1)c1ccc(F)cc1)NC1CCCCC1	2%	12%	-9%	u
CC(=O)c1cccc(NC(=O)CN2C(=O)CN(C)C(=O)c3ccccc32)c1	-16%	-4%	27%[10.9 µM]	-1.0%
CN(C)C(=O)c1ccc(-c2nccc(NCc3ccccc3)n2)cc1	-5%	14%	-7%	0.8%[11.4 µM]
CCCc1cc(=O)[nH]c2nnc(SCC)n12	-27%	-7%	-10%[10.9 µM]	u
Cc1cc(C(=O)COc2ccc3ccc(=O)oc3c2)c(C)n1Cc1cccs1	5%	5%	-19%	0.4%
CCc1ccc(NC(=O)Cn2c(=O)n(CCCC(=O)NCc3ccccc3Cl)c(=O)c3ccccc32)cc1	27%	-18%	-4%[10.9 µM]	-1.8%
Cc1ccc(S(=O)(=O)NC(=O)c2cc(C)n(CCCn3ccnc3)c2C)cc1	-4%	6%	14%	0.0%
Cc1ccc(OCC(=O)Nc2ccc(S(=O)(=O)N3CCN(C)CC3)cc2)cc1	7%	-8%	x	x
COc1ccc(NC(=O)NCCCN2CCN(c3cc(C)ccc3C)CC2)cc1	-25%	-8%	-26%	-1.7%
CN(C)c1nc(N)c(C(=O)Nc2cccnc2)nc1Cl	5µM*	13µM*	-41%[inhibitor]	x
CCOC(=O)Nc1ccc2c(c1)N(C(=O)CCN(C)C)c1ccccc1S2	33%[activator]	u	-25%	u
Cc1ccc(Cn2cc(C(=O)c3ccc(F)cc3)c(=O)c3cc4c(cc32)OCO4)cc1	-10%	13%	-9%[10.9 µM]	u
CCOC(=O)C(C)Sc1ccc2nnc(CCNS(=O)(=O)c3ccc(C)cc3)n2n1 (configuration not stated)	-16%	1%	-7%[10.9 µM]	-1.6%
O=C(CCN1CCN(c2ccccn2)CC1)Nc1ccc(F)cc1	2%	0%	-16%	-1.3%
COc1ccc(CCNC(=O)C2(c3cccs3)CCOCC2)cc1	-2%	-5%	-9%[10.9 µM]	0.8%
COc1cc2ccccc2cc1C(=O)Nc1ccc2oc(-c3cc(Br)ccc3Cl)nc2c1	-3%	9%	-10%[10.9 µM]	2.0%
O=C(NCc1ccc(Cl)cc1)C1C2C=CC3(CN(Cc4cccnc4)C(=O)C13)O2 (configuration not stated)	0%	6%	-14%	-1.1%
Cc1nn(-c2cc(C)c3ccccc3n2)c2c1CCC2	4%	0%	-9%	-1.2%
COC(=O)CN1C(=O)C(C)(C)c2cc(S(=O)(=O)Nc3ccc(Br)cc3F)ccc21	-33%	4%	-6%[10.9 µM]	-0.4%

Brought forward from above: 3 entries, followed by the next part.
SMILES	p53ts 39C tox	p53ts 32C kill	Imprint erasure	IkB sig inh
O=C(NCc1ccc(Cl)cc1)C1C2C=CC3(CN(Cc4cccnc4)C(=O)C13)O2 (configuration not stated)	0%	6%	-14%	-1.1%
Cc1nn(-c2cc(C)c3ccccc3n2)c2c1CCC2	4%	0%	-9%	-1.2%
COC(=O)CN1C(=O)C(C)(C)c2cc(S(=O)(=O)Nc3ccc(Br)cc3F)ccc21	-33%	4%	-6%[10.9 µM]	-0.4%
Cc1ccc(C)c(N2CCN(S(=O)(=O)c3csc(C(N)=O)c3)CC2)c1	-10%	17%	-11%[10.9 µM]	-2.8%
O=P(O)(CCc1ccccn1)CN1CCCCC1	2%	9%	9%	-0.1%
CCC1Oc2ccc(C)cc2N(CC(=O)N2CCN(c3ccccc3OC)CC2)C1=O (configuration not stated)	-27%	0%	29%[10.9 µM]	u
CCOC(=O)c1noc2ncn(CC(=O)O)c(=O)c12	28%	-13%	-4%[10.9 µM]	0.9%
CCC/C=C/C1C(=O)C2OC2C2(OCC(CC)(CC)CO2)C1CO (configuration not stated)	35%[activator][9.22 µM]	-18%[9.22 µM]	x	x
Clc1ccc(SCCn2ccnc2)cc1	8%	59%[activator]	-1%	-2.1%
O=C(CN1C(=O)COc2ccc(Cl)cc21)N1CCc2ccccc21	18%	10%	-13%	-0.9%
Cc1ccc(-n2cc(C(=O)OCc3ccc(F)c(F)c3)c3ccccc3c2=O)cc1	-1%	0%	-10%[10.9 µM]	-0.4%
Cc1ccc(S(=O)(=O)n2nc(C)c(S(=O)(=O)N3CCCCCC3)c2C)cc1	-21%	-7%	9%[10.9 µM]	0.9%

In the list so far, these contain a COOH group.
SMILES	p53ts 39C tox	p53ts 32C kill	Imprint erasure	IkB sig inh
CO/N=C(/C(=O)N[C@@H]1C(=O)N2C(C(=O)O)=C(COC(N)=O)CS[C@H]12)c1ccco1	-4%	10%[1.84 µM]	-4%	1.0%
CCOC(=O)c1noc2ncn(CC(=O)O)c(=O)c12	28%	-13%	-4%[10.9 µM]	0.9%
